From PubChem
LEDGF integ inh: blocks HIV-1 LEDGF/p75-dependent DNA integration. TR-FRET IN-LEDGF/p75 DNA integration, Eu/Cy5. inhibition, % at 3.7 µM. 0.64% of 370,000 active;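 active means inhibition above the screen-wide mean plus 3 SD, cut at about 13% in these data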;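 further: signal is the Cy5 over europium emission ratio at 671 and 618 nm; 0% = plate median of compound wells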
PLC-gamma1 inh: PLC-gamma1 (human) inhibition, primary screen | P19174 | purified PLC-gamma1, fluorogenic substrate, fluorescence | inhibition, % at 12.2 µM | 0.84% of 370,000 active; in the data active means inhibition above about 9.5%
proKLK7 act: proKLK7 (human) activation, primary screen; P49862; purified proKLK7, EDANS-DABCYL substrate fluorescence; 100% is mature enzyme control, 0% vehicle; activation, % at 7 µM; 0.9% of 370,000 active; AID 652039;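 active means activation above the mean of all tested compounds plus 3 SD, computed per campaign excluding outliers beyond control limits, cut at about 13% in these data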
ADAM10 inh: inhibits human ADAM10; inhibition, % at 7 µM; 0.62% of 370,000 active; recombinant ADAM10, EDANS/DABCYL FRET peptide cleavage, 3 h;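 active means inhibition above a per-campaign cutoff equal to the mean of compounds falling between control-based bounds plus 3 SD, cut at about 20% in these data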;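 further: 0% = DMSO wells while the 100% control is not disclosed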
DDE Tn7 FP inh: disrupts Tn7 cyclic peptide binding to fibrin D-Dimer-E complex; P02675; FP displacement of FITC-Tn7 peptide from fibrin DD(E); 0% = median of compound wells per plate; inhibition, % at 8.3 µM; 0.13% of 370,000 active;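 active means inhibition above the mean of compounds falling within the control limits plus 3 SD of them, cut at about 14% in these data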;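 further: 0% = plate median of compound wells and 100% = 10 µM Aha-Tn7 peptide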
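System: human fibrin DD(E); quantity: Fibrin-DD(E) at 2 µM final; also added: fluorescent Tn7 probe at 0.1 µM; compound dosing: single nominal test concentration of 8.3 µM per compound; schedule: 10 min preincubation, 3 h with tracer, room temperature; detection: fluorescence polarization of the labelled Tn7 tracer; repeats: one replicate per compound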
ADAM17 inh: inhibits human ADAM17. P78536. recombinant ADAM17, EDANS/DABCYL FRET peptide cleavage. inhibition, % at 6.95 µM. 0.83% of 370,000 active;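 active means inhibition above the mean of compounds lying between control limits plus 3 SD, set per campaign, cut at about 8.5% in these data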;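 further: 0% = DMSO-only wells as the low control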
Target sequence (P78536 215-824 limits assumed): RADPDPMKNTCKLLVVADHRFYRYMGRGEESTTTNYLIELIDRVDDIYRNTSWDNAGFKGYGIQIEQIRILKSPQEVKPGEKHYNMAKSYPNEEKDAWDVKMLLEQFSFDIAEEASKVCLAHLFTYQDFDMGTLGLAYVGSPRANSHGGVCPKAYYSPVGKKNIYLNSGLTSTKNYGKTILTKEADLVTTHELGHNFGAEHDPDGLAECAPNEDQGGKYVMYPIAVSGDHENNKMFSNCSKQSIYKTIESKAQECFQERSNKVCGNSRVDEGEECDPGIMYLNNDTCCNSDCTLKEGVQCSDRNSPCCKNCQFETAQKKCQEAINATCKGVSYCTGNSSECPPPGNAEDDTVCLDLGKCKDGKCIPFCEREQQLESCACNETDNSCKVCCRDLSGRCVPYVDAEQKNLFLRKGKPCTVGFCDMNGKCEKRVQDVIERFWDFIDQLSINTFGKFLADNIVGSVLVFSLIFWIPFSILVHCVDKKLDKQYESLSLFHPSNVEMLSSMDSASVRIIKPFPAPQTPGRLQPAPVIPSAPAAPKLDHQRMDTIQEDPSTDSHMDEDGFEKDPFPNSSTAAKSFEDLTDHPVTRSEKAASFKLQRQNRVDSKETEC
DDE Tn6 FP inh: DD(E)-Tn6 binding inhibition, primary FP screen | inhibition, % at 8.3 µM | Fibrin DD(E) TRITC-Tn6 fluorescence polarization displacement | 0.21% of 370,000 active | P02675 | AID 720509;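 active means inhibition above a per-campaign cutoff: mean of compounds within control limits plus 3 SD, cut at about 15% in these data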;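 further: 0% = median of all compound wells on the plate and 100% = blocking peptide control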
ARFGAP1 inh: inhibits rat ARF GTPase activating protein 1. inhibition, % at 16.5 µM. Arfgap1-stimulated ARF1 GTP hydrolysis, GDP FP detection. 0.26% of 360,000 active. Q62848;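 active means inhibition above a per-plate limit, mean inhibition of low control wells plus 3 SD, cut at about 25% in these data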;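 further: 0% = DMSO wells with enzyme and 100% = wells lacking Arfgap1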
Target sequence (Q62848 1-136 limits assumed): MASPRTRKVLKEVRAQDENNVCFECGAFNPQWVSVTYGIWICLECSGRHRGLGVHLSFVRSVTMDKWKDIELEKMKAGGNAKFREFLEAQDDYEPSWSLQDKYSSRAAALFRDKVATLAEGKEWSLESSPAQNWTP
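System: truncated rat Arfgap1 GAP domain / Medium: HEPES-based buffer, pH 7.5 / Also added: N-terminally truncated human ARF1-GTP substrate / Incubation: enzyme reaction 120 min at 25 °C after 20 min preincubation / Measured by: FP of antibody-bound GDP Alexa 633 tracer, ex 620/em 688 nm / Replicates: singlicate, each compound tested once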
TDP2 inh: TDP2 (human) inhibition, absorbance primary screen; O95551; recombinant TDP2, T5PNP hydrolysis, p-nitrophenol absorbance 415 nm; inhibition, % at 12.8 µM; 0.34% of 370,000 active;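 active means inhibition above the mean of all tested compounds plus 3 SD, set per campaign, cut at about 25% in these data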;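 further: 0% = DMSO with enzyme and 100% = buffer with substrate but no TDP2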
Target sequence (O95551 whole entry, looked up): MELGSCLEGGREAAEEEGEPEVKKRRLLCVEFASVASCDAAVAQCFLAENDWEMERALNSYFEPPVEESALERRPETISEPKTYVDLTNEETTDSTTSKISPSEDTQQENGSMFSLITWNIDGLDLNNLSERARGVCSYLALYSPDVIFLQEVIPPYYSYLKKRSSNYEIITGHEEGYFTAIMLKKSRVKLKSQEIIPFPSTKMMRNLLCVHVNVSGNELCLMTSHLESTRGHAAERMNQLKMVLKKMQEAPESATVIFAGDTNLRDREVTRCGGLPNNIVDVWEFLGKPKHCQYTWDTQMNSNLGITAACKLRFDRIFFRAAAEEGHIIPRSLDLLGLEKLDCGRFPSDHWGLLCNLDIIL
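System: recombinant human TDP2 / Amount: 120 nM TDP2 per well / Also added: 5 mM T5PNP chromogenic substrate / Doses: 12.8 µM single point, 1% DMSO / Incubation: 2 h at 37 °C / Detection: p-Nitrophenol epi absorbance / Evaluation: % inhibition relative to enzyme-containing and enzyme-free wells / Repeats: singlicate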
ASAP1 inh: ASAP1 ArfGAP inhibition; ASAP1-stimulated ARF1 GTP hydrolysis, GDP FP detection; 0.19% of 360,000 active; inhibition, % at 16.5 µM; Q9ULH1; in the data active means inhibition above about 25%;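 further: 0% = vehicle with enzyme and substrate and 100% = no enzyme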
An asterisk follows results filed as active; i = inactive; nt = no result given; & = joins results of further samples.

#	LEDGF integ inh	PLC-gamma1 inh	proKLK7 act	ADAM10 inh	DDE Tn7 FP inh	ADAM17 inh	DDE Tn6 FP inh	ARFGAP1 inh	TDP2 inh	ASAP1 inh	SMILES
1	3	3	-0.4	1	-6	-1	-7	6	-13	-3	CCOc1ccc(CCN2C(=S)N([C@@H](CC(C)C)CN3CCCC3CN3C(=S)NC[C@@H]3CC(C)C)C[C@@H]2Cc2ccc(O)cc2)cc1 (stereo partly specified)
2	3	-18	-0.1	1	-3	-2	-9	1	1	-6	COc1ccc(C(=O)NCC(=O)N/N=C(\C)c2ccco2)cc1OC
3	0	2	nt	-1	0	-2	0	nt	-7	nt	C[C@H]1[C@@H](OC(=O)Nc2ccc(Br)cc2)CC[C@@]23CCCN2C(=O)CCC[C@@H]13
4	0	2	0.4	2	4	-2	9	1	-5	-15	COc1ccc(OC)c(NC(=O)CSc2nc(=O)n(CCN3CCOCC3)c3c2CCCC3)c1
5	-1	-7	-0.5	5	-3	0	-4	-4	-7	15	N#CC1=C(S)N(c2ccccc2)C(c2ccc(-c3ccccc3Cl)o2)NC1=O (stereo unspecified)
6	0	3	0.1	7	-9	0	-4	6	0	2	COc1ccc(Cl)cc1N(CC(=O)N/N=C/c1ccc(OC(C)C)cc1)S(=O)(=O)c1ccc(C)c([N+](=O)[O-])c1
7	-2	5	0.7	13	5	0	7	-8	8	-14	O=C(O)CSc1ccccn1
8	0	-7	-3.3	-4	3	-1	0	2	-1	-8	COc1ccc(-c2cc(C3CC3)nc(SCC(=O)c3cccs3)c2C#N)cc1
9	30*	1	0.7	-8	4	-7	-6	1	6	1	NC(=O)c1ccccc1NC(=O)c1ccccc1F
10	2&0	3&5	0.0&0.6	4&-23	0&-3	2&0	-1&8	3&3	-3&-1	-2&-9	CC1CCC(C(C)C)C(OC(=O)Cn2c(-c3ccccc3)[n+](C)c3ccccc32)C1 (stereo unspecified)
11	-2	1	-0.2	-3	-2	-1	0	-1	-11	1	COC(=O)C[C@H]1c2cc(F)ccc2S(=O)(=O)N1c1ccccc1
12	24*	-4	-1.1	-10	-5	-1	8	0	1	-8	O=C1OC(/C=C/c2ccccc2)=NC/1=C/c1ccco1
13	2	3	-0.5	2	-6	4	-6	-1	8	0	C=CCNC(=S)NNC(=O)CCC(O)COCCC(C)C (stereo unspecified)
14	3	1	-0.2	-5	0	0	-2	13	-10	-8	O=C(CSCc1ccccc1Br)N/N=C/c1ccc(OCC(=O)N2CCCCC2)cc1
15	2	1	-0.1	3	-8	-1	4	-3	-5	1	C/C(=N\NC(=O)c1ccc(N2CCCC2=O)cc1)c1ccccc1
16	-3	-192	-8.9	i	1	-337	8	1	2	-6	Cn1c(=O)c2cc(NC(=O)CCc3ccccc3)ccc2n1Cc1cccc(C(F)(F)F)c1
17	4	4	0.1	2	-2	3	-3	2	0	7	Cc1ccc(NC(=O)CCNC(=O)c2ccc(Cl)cc2)cc1F
18	1	0	0.1	7	-1	-4	0	5	0	5	CCCNC(=O)c1ccccc1NC(=O)C1=CSCCO1
19	-3	0	0.1	6	6	-3	-2	8	-9	0	Cc1c(Br)c([N+](=O)[O-])nn1CCCC(=O)NC(C)c1ccccc1 (stereo unspecified)
20	1	3	0.1	2	2	4	2	1	-16	1	CC1CCCC(NC(=O)CN2C(=O)NC(c3ccccc3)(c3ccccc3)C2=O)C1C (stereo unspecified)
21	-1	-35	-0.7	-7	3	-2	0	16	-4	13	Cc1ccc(C(=O)C2=C(O)C(=O)N(c3ncccn3)C2c2ccc(F)cc2)o1 (stereo unspecified)
22	-3	1	0.0	-16	2	-6	1	-6	4	-9	C1CC(=NN=C2CCSCC2)CCS1
23	-1	3	-0.7	5	-1	-2	0	-4	7	4	CC(C)(C)CC(=O)N1CCC(c2nc3c(nnn3Cc3c(F)cccc3Cl)c(=O)[nH]2)CC1
24	0	i	24*	i	-3	-316	3	2	15	-8	CC[C@@H](C)[C@H](NC(=O)CNC(=O)Cc1c(C)c2c(cc(C)c3c(C)coc32)oc1=O)C(=O)O
25	-2	0	-0.1	-9	-5	-1	-6	2	0	-8	CC(=O)c1c(C)nn(C(=O)c2cccs2)c1C
26	-2	2	0.3	-6	3	-1	-5	2	1	-9	COc1cccc(C(=O)NC2CCN(CC(=O)Nc3cccc(C)c3C)CC2)c1
27	-4	-48	-2.6	-496	0	-107	-8	-1	-8	5	Cc1cccc(NC(=O)NNC(=O)c2ccc3ccccc3c2O)c1
28	1	1	-0.2	6	5	1	3	-1	1	3	O=C(COc1cccnc1[N+](=O)[O-])NCCc1ccc(Cl)cc1
29	2	4	0.0	-4	-6	-1	0	-7	5	4	CSc1nnc(-c2ccccc2)c(=O)[nH]1
30	-2	-2	-0.5	-5	-1	-7	1	3	0	4	O=C(COC(=O)C1CC1)Nc1ccc2c(c1)OCO2
31	3	1	-0.6	8	6	0	-2	-6	-13	-15	CC1CN(C(C)C)C(=S)N(c2ccccc2)C1=O (stereo unspecified)
32	1	-5	0.3	-6	4	-2	-3	1	4	-3	O=C(O)CC1=C(Nc2ccccc2)C(=O)N(c2ccccc2)C1c1ccc(F)cc1 (stereo unspecified)
33	1	-1	0.4	-9	-2	-3	-2	6	-3	3	CCOCc1c(C(=O)NCc2ccccc2CN2CCCC2)oc2ccccc12
34	-1	5	0.3	11	6	3	-6	6	1	12	Oc1c(Cl)cc(Cl)cc1CNc1ccc(Br)cn1
35	7	-33	3.5	-16	-5	-5	13	-9	-16	6	Cc1cccc(NC(=O)CN2C(=O)N/C(=C/c3ccc(-c4cccc(C(=O)O)c4C)o3)C2=O)c1
36	4	-14	0.8	-19	-5	2	-6	3	-21	8	NC(=O)c1c(NC(=O)c2ccccc2)sc2c1CCc1ccccc1-2

Shown in transposed form: 5 of the compounds above
(25) CC(=O)c1c(C)nn(C(=O)c2cccs2)c1C
(26) COc1cccc(C(=O)NC2CCN(CC(=O)Nc3cccc(C)c3C)CC2)c1
(27) Cc1cccc(NC(=O)NNC(=O)c2ccc3ccccc3c2O)c1
(28) O=C(COc1cccnc1[N+](=O)[O-])NCCc1ccc(Cl)cc1
(29) CSc1nnc(-c2ccccc2)c(=O)[nH]1

compound no.,25,26,27,28,29
LEDGF integ inh,-2,-2,-4,1,2
PLC-gamma1 inh,0,2,-48,1,4
proKLK7 act,-0.1,0.3,-2.6,-0.2,0.0
ADAM10 inh,-9,-6,-496,6,-4
DDE Tn7 FP inh,-5,3,0,5,-6
ADAM17 inh,-1,-1,-107,1,-1
DDE Tn6 FP inh,-6,-5,-8,3,0
ARFGAP1 inh,2,2,-1,-1,-7
TDP2 inh,0,1,-8,1,5
ASAP1 inh,-8,-9,5,3,4

The list continues:
#	LEDGF integ inh	PLC-gamma1 inh	proKLK7 act	ADAM10 inh	DDE Tn7 FP inh	ADAM17 inh	DDE Tn6 FP inh	ARFGAP1 inh	TDP2 inh	ASAP1 inh	SMILES
37	-1	2	0.2	5	4	-2	-2	-2	-4	4	Cc1cc(NC(=O)CSc2nnc(COc3cccc(C)c3C)n2C)no1
38	1	-1	0.9	4	7	0	6	1	3	10	O=C1C=C(c2ccccc2)CC(/C=C/c2ccccc2)C1 (stereo unspecified)
39	-6	-1	-0.5	-19	-1	-3	4	3	-13	-10	CN(CC(=O)Nc1ccc(F)c(F)c1F)C(=O)C1CCC1
40	-1	-6	-0.5	-3	2	1	2	-1	0	8	CC1(C)OC(c2ccccc2)=C/C(=C/C=Nc2ccccc2)O1
41	5	1	-0.3	13	5	6	-4	8	9	-1	CC(CNC(=S)Nc1cc(F)cc(F)c1)CSc1ccc(Cl)cc1 (stereo unspecified)
42	4	-4	0.5	-24	-6	-7	2	-1	8	-6	COc1ccc2c(C)nc(Nc3nc(C)cc(C)n3)nc2c1
43	0	2	0.5	-3	-2	0	2	7	10	7	Cc1ccc(S(=O)(=O)N2CCCCC2)cc1C(=O)NCc1ccncc1
44	-4	-1	0.0	1	7	-2	-6	7	-16	-3	COc1ccc(CCOC(=O)CNC(=O)c2ccc(Cl)cc2Cl)cc1
45	-1	7	0.0	4	1	2	10	-2	0	-1	CCNC(=S)NNC(=O)c1cccc(Br)c1
46	-1	2	0.3	-1	0	0	13	1	4	-5	COC(=O)C(Cc1ccccc1)NC(=O)c1ccc(C)cc1 (stereo unspecified)
47	1	-1	0.3	-5	6	-4	2	11	4	10	CCOc1ccc(-n2c(C)nc3cc(C(=O)NCCCN4CCOCC4)ccc32)cc1
48	7	2	0.3	4	1	-1	-10	-2	-14	-15	Cn1c(Nc2ccc(Cl)cc2)cc(=O)n(C)c1=O
49	-1	-3	-0.2	-7	9	-2	-1	-4	4	-13	CC(C)C(NC(=O)c1c(F)cccc1F)C(=O)N1CCN(S(=O)(=O)/C=C/c2ccccc2)CC1 (stereo unspecified)
50	-3	-2	-0.3	-5	0	-3	-4	-2	11	-8	Cc1ccc(C(=O)Nc2ccnc(-c3cccnc3)n2)cc1
51	-3	-1	0.2	-2	1	5	-2	3	-18	0	CC(C)(C)n1nnnc1CN(Cc1ccc(F)cc1)Cc1ccco1
52	-1	-63	3.4	-66	4	-23	-1	8	11	-15	CCOc1ccc2oc(=O)cc(CN3CCN(Cc4ccccc4)CC3)c2c1
53	0	-11	-0.3	-38	-3	-13	3	4	-2	6	O=C(Nc1nc2c(s1)CN(Cc1ccccc1)CC2)C1CCC1
54	2	-99	0.6	-38	6	-10	38*	11	7	-1	COc1[nH]c(/N=C/c2ccccc2)c(C#N)c1C#N
55	-1	1	-0.5	0	-4	1	2	4	5	-2	Cc1ccc(NC2CCCN(C(=O)c3cccc4nccnc34)C2)cc1C (stereo unspecified)
56	3	7	1.0	-6	4	-1	2	7	-4	-6	Cc1ccc(NC(=O)c2cccc(-n3cnnn3)c2)cc1Cl
57	-10	-9	0.9	0	7	4	4	-9	-3	4	CC(=NNc1nc2ccccc2o1)c1ncccn1
58	2	-2	0.0	0	1	-2	-1	1	10	0	CCOC(=O)C1CCCN(C2CC(=O)N(c3ccc(C(C)C)cc3)C2=O)C1 (stereo unspecified)
59	-5	0	0.1	2	6	-5	-2	8	14	3	Cn1c(N)c(C(=O)CSc2ccccn2)c(=O)n(C)c1=O
60	-3	1	0.6	-6	-4	-1	-5	7	0	7	Cc1[nH]c2ccccc2c1C(=O)C(=O)NC1CC1
61	4	3	-0.3	-2	-4	0	4	-8	-8	-7	Cc1ccc(S(=O)(=O)N2CCOCC2)cc1NC(=O)COc1ncnc2ccccc12
62	-2	-1	0.4	-8	2	-4	3	-9	3	2	Cc1ccc(-c2n[nH]c(=O)c3ccccc23)cc1S(=O)(=O)Nc1ccc(F)cc1
63	-7	1	0.1	-9	1	-2	3	12	0	4	O=C1NCCc2onc(-c3ccc(Br)cc3)c21
64	-1	1	0.0	3	-5	-2	-8	-4	4	-2	CN(Cc1ccc(-n2cccn2)cc1)Cc1nc(-c2cnccn2)no1
